From PubChem
TRPC6 inhibitor = blocks the mouse TRPC6 cation channel | HEK293-TRPC6, membrane potential dye, ACh-evoked depolarization; stronger effect = lower value | B-score at 10 µM | 310,000 tested, 1.1% active;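 active = B-score under library mean minus 3 SD, initial fluorescence not abnormally high, positive integrated signal ratio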;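 note: B-score derived from integrated fluorescence ratio over the kinetic read; more negative B-score means stronger inhibition of depolarization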
MrgX1 allo act = allosterically activates human MrgX1 receptor signaling; MrgX1-HEK293, Fluo-4 calcium flux, FDSS; stronger effect = higher value; B-score at 10 µM; 310,000 tested, 0.63% active; AID 588675;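 active = plate-corrected calcium response at least 3 library SD above typical, normal starting fluorescence, not activating the receptor alone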;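 note: compound read alongside a low EC10 to EC30 dose of BAM8-22 agonist; peak minus trough fluorescence over baseline measured at the second addition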
Target sequence (Q96LB2 whole entry, looked up): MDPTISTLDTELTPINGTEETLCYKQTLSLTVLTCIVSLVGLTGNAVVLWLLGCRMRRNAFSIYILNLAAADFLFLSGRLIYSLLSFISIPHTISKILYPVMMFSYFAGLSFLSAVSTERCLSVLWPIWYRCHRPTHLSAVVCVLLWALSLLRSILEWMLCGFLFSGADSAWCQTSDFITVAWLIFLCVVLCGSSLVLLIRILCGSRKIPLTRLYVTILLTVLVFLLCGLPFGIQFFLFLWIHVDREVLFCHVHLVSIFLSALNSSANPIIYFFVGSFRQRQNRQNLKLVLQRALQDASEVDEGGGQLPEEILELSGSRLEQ
TMEM16A act = mouse TMEM16A channel activation, primary screen; AID 623877; 340,000 tested, 0.3% active; HEK293 TMEM16A/YFP-H148Q/I152L, iodide quench fluorescence; stronger effect = lower value; Q8BHY3; B-score at 10 µM;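 active = fluorescence-ratio B-score plate-corrected deviation score at least 3 library SD below zero, with starting fluorescence score within 5 deviations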;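 note: channel opened by trigger with iodide after compound preincubation; score built on the fluorescence ratio of max minus min over baseline; more negative score means more quench and so TMEM16A activation or potentiation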
MrgX1 antag = blocks BAM8-22 activation of human MrgX1 receptor. Q96LB2. MRGX1-HEK293 calcium flux, Fluo-4, BAM8-22 antagonism; stronger effect = lower value. B-score at 10 µM. 310,000 tested, 1.3% active;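 active = calcium-response B-score plate-corrected more than 3 library SD below zero, starting fluorescence within 5 deviations, no agonist response on first addition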;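 note: peak minus trough fluorescence over baseline after final BAM8-22 challenge near maximal dose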
TRPC4 potent = TRPC4 (mouse) allosteric potentiation; Q9QUQ5; HEK293 TRPC4beta/mu-opioid, DAMGO EC20, Fluo-4 Ca2+ flux; stronger effect = higher value; B-score at 10 µM; 310,000 tested, 0.42% active; AID 2227;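 active = B-score of calcium response area above 5 SD of library B-scores, with initial fluorescence ratio within 5 SD of library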;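 note: B-score of integrated fluorescence ratio over time as area under calcium response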
TRPC4 act = activators of mouse TRPC4 channel; Q9QUQ5; HEK293 TRPC4beta/mu-opioid, Fluo4 calcium fluorescence; stronger effect = higher value; B-score at 10 µM; 310,000 tested, 0.49% active; AID 2237;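 active = B-score above 5 SD of library B-scores, and initial fluorescence ratio not above library mean plus 5 SD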;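 note: positive B-score marks a calcium rise read as TRPC4 activation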
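System: HEK293 cells stably co-expressing mouse TRPC4beta and mu-opioid receptor; Schedule: Fluo4 dye loading 45 min at room temperature, 110 s recording; Detection: Fluo4 fluorescence, kinetic; Evaluation: B-scored integrated calcium fluorescence ratio; Controls: buffer (low) and maximal DAMGO (high).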
MrgX1 ag = agonists of human MrgX1 receptor | Q96LB2 | MrgX1-HEK293 cells, Fluo-4 calcium fluorescence, agonist mode; stronger effect = higher value | B-score at 10 µM | 310,000 tested, 0.44% active;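 active = calcium response B-score plate-corrected fluorescence ratio at least 3 library SD, with starting fluorescence B-score inside 5 SD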
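Test system: HEK293 cells stably expressing human MrgX1 receptor; amount: 15,000 cells per well; doses: compound delivered in addition one of three; times: overnight plating before 1 h dye loading; detection: Fluo-4 NW calcium-flux fluorescence, kinetic read; read-out basis: B-scored fluorescence response ratio; controls: positive and negative controls per plate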
RGS4 block = human RGS4 inhibition | HEK293 M3R/RGS4 inducible, Fluo-4 calcium flux; stronger effect = higher value; triggered by carbachol at its EC20 | B-score at 10 µM | 310,000 tested, 0.45% active | AID 463165;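 active = B-score, a plate-corrected calcium signal, over three deviations above library mean, with baseline fluorescence within five deviations of library mean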;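 note: RGS4 expression induced by doxycycline in cells with stable M3 receptor; B-score is computed from the integrated fluorescence ratio over baseline after carbachol; higher B-score means a larger calcium signal and so more RGS4 inhibition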
Target sequence (P49798 whole entry, looked up): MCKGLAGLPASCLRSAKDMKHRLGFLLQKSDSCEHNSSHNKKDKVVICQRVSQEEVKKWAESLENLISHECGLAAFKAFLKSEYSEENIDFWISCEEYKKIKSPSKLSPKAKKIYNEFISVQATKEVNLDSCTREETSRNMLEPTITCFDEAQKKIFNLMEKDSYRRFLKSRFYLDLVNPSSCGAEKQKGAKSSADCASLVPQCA
TRPC6 act = mouse TRPC6 channel activation | B-score at 10 µM | AID 2550 | HEK293-TRPC6 membrane potential dye fluorescence; stronger effect = higher value | 310,000 tested, 0.13% active | Q61143;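 active = B-score of the integrated fluorescence ratio above library mean plus 3 SD, and starting fluorescence ratio within library mean plus 5 SD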;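 note: higher score means more depolarization so channel activation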
TRPC4 block = inhibitors of mouse TRPC4 channel. 300,000 tested, 0.39% active. Q9QUQ5. AID 2247. HEK293 TRPC4beta/mu-opioid, DAMGO-evoked Fluo4 calcium flux; stronger effect = lower value. B-score at 10 µM;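 active = B-score over 3 SD under the library average, no early fluorescence shift, positive overall ratio signal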
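material = TRPC4beta/mu-opioid receptor HEK293 cell line | probe or stimulus = sequential submaximal and maximal DAMGO stimulation | compound dosing = one concentration per compound | measured by = Fluo4 Ca2+ flux fluorescence | evaluation = integrated fluorescence ratio relative to baseline, converted to per-well B score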
TMEM16A inh = mouse TMEM16A channel inhibition, primary screen; HEK293 TMEM16A/YFP iodide influx fluorescence, ionomycin; AID 588511; Q8BHY3; normalized B-score (activity score, 25-100; higher = stronger inhibition) at 10 µM; 310,000 tested, 1.2% active;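 active = ratio plate-corrected score three or more library SD toward inhibition, starting fluorescence score within five deviations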;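 note: score derived from kinetic fluorescence span divided by baseline fluorescence per well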
An asterisk follows results filed as active; i = inactive; . = no result given. Rows are unselected; about 5.8% have a hit in one of these screens.

SMILES	TRPC6 inhibitor	MrgX1 allo act	TMEM16A act	MrgX1 antag	TRPC4 potent	TRPC4 act	MrgX1 ag	RGS4 block	TRPC6 act	TRPC4 block	TMEM16A inh
CN(c1cccc(NC(=O)c2ccccc2N(C)S(=O)(=O)c2ccccc2)c1)S(C)(=O)=O	i	i	i	i	i	i	i	i	i	i	i
COc1ccc(C2C(C(=O)c3sc(C)nc3C)=C(O)C(=O)N2CCN(C)C)cc1OC (configuration not stated)	i	i	i	i	i	i	i	i	i	i	i
O=C(NC1CC1)C1CC(=O)N(c2cccc(Cl)c2Cl)C1 (configuration not stated)	i	i	i	i	i	i	i	i	i	i	i
O=[N+]([O-])c1ccccc1S(=O)(=O)Nc1ccn(Cc2c(F)cccc2Cl)n1	i	i	i	i	i	i	i	i	i	i	i
S=c1[nH]nc(-c2ccccn2)n1/N=C/c1ccc(Br)s1	i	i	i	i	i	i	i	i	i	i	i
CCOc1ccc(OCCOC(=O)CN2C(=O)NC3(CCCC3)C2=O)cc1	i	i	i	i	i	i	i	i	i	i	i
COC(=O)c1cc(OC)c(OC)cc1NC(=O)c1cccc(C)c1	i	i	i	i	i	i	i	i	i	i	i
C=CCn1cc(C(=O)N2CCN(C)CC2)c(=O)c2cc(S(=O)(=O)N3CCCC3)ccc21	i	i	i	i	i	i	i	i	i	i	i
Cc1ccc(CSCc2ccc(C(=O)NCCC(C)C)o2)cc1	i	i	i	i	i	i	i	i	i	i	i
CCCCC1=CC2=CC(=O)C(C)(OC(=O)CC)C(=O)C2=CN1c1ccc(OC)cc1 (configuration not stated)	i	i	i	i	i	i	i	i	i	i	i
CN1C(=O)C(CC(=O)O)S/C1=N\N=C\c1ccc(O)cc1O (configuration not stated)	i	i	i	i	i	i	i	i	i	i	i
CCCCN1C(=O)C2Cc3c([nH]c4ccccc34)CN2C1=S (configuration not stated)	i	i	i	i	i	i	i	i	i	i	i
Cc1nnc(SCC(=O)N2CC(=O)Nc3ccccc32)n1C	i	i	i	i	i	i	i	i	i	i	i
Cc1ccccc1NC(=S)Nc1ccc(Br)cc1	i	i	i	i	i	i	i	i	i	i	i
COc1ccc2nc(NC(=O)c3ccc(Br)s3)sc2c1	i	i	i	i	i	i	i	i	i	i	i
Cc1noc(C)c1CSCC(=O)N(C)CC(=O)Nc1ccc(Cl)c(C(F)(F)F)c1	i	i	i	i	i	i	i	i	i	i	i
CCOCCCNCc1ccc(OCCC(C)C)c(OC)c1	i	i	i	i	i	i	i	i	i	i	i
Cc1c(C(=O)NCCS(=O)(=O)N2CCN(c3ccccc3F)CC2)cccc1[N+](=O)[O-]	i	i	i	i	i	i	i	i	i	i	i
CCn1c(SCC(=O)N2CCCc3ccccc32)nnc1-c1cccs1	i	i	i	i	i	i	i	i	i	i	i
CCc1ccc(NC(=O)[C@@H](NC(=O)[C@@H]2Cc3ccccc3CN2)C(C)CC)cc1 (some centres not stated)	i	i	i	i	i	i	i	i	i	i	i
CC(C)CCN1CC(C(=O)N2CCN(c3ccc(F)cc3)CC2)CC1=O (configuration not stated)	i	i	i	i	i	i	i	i	i	i	i
COC(=O)c1cc(OC)c(OC)cc1NC(=O)c1ccc(OC)cc1	i	i	i	i	i	i	i	i	i	i	i
COc1ccc(CN(C(C)=O)c2cccc(C)c2C)cc1	i	i	i	i	i	i	i	i	i	i	i
CN1/C(=C\C(=O)c2cccc(S(=O)(=O)N3CCCCC3)c2)C(C)(C)c2ccccc21	i	i	i	i	i	i	i	i	i	i	i
CN(c1ccccc1C(=O)N1CCN(c2ccccc2)CC1)S(C)(=O)=O	i	i	i	i	i	i	i	i	i	i	i
CCSC1=NSC2=NC(=O)/C(=C\c3coc4ccccc4c3=O)C(=N)N12	.	i	i	i	.	.	i	.	.	.	i
COc1ccc(Cn2c(=O)[nH]c3cc(C(=O)N4CCN(c5ccccn5)CC4)ccc3c2=O)cc1	i	i	i	i	i	i	i	i	i	i	i
Cc1nc(NC(=O)c2cccnc2Cl)sc1C	i	i	i	i	i	i	i	i	i	i	i
CCOC(=O)c1cc2sccc2n1CC(=O)OC	i	i	i	i	i	i	i	i	i	i	i
CCN(CC)CCNC(=O)COc1ccc(Cl)cc1Cl	i	i	i	i	i	i	i	i	i	i	i
CCOC(=O)C1Nc2c(cc(C(F)(F)F)cc2[N+](=O)[O-])C2c3ccccc3CC12 (configuration not stated)	i	i	i	i	i	i	i	i	i	i	i
CN(C)CCCN1C(=O)c2cccc3c([N+](=O)[O-])ccc(c23)C1=O	.	i	i	-9.4*	.	.	i	.	.	.	i
CCc1cccc2c1Sc1ccccc1CC2N1CCNCC1 (configuration not stated)	-5.5*	i	i	i	i	i	i	i	i	i	i
CCOC(=O)c1c(NC(=O)CSc2ncccn2)sc2c1CC(C)(C)NC2(C)C	i	i	i	i	i	i	i	i	i	i	i
Cc1cccc(NC(=O)c2ccc3c(c2)C(=O)N(c2ccccn2)C3=O)c1C	i	i	i	i	i	i	i	i	i	i	i
CCCC(=O)N(Cc1cc(=O)[nH]c2ccccc12)c1ccccc1	i	i	i	i	i	i	i	i	i	i	i
CCC1N=C(SC)NC(C)=C1C(=O)c1ccccc1 (configuration not stated)	i	i	i	i	i	i	i	i	i	i	i
COc1ccc(NC(=O)C(=O)c2cn(CC(=O)N3CCCC3)c3ccccc23)cc1OC	i	i	i	i	i	i	i	i	i	i	i
Cc1ccc(Cl)cc1NC(=O)CCC(=O)O	i	i	i	i	i	i	i	i	i	i	i
O=C(N/N=C/C=C/c1ccccc1[N+](=O)[O-])c1cc(-c2ccccc2)n[nH]1	i	i	i	i	i	i	i	i	i	i	i
CC(=O)N1c2ccc(S(=O)(=O)NCCc3ccc(S(N)(=O)=O)cc3)cc2CC1C (configuration not stated)	i	i	i	i	i	i	i	i	i	i	i
Cc1ccc(OC(=O)c2ccc(Br)o2)cc1	i	i	i	i	i	i	i	i	i	i	i
O=C(Nc1ccc(NC(=O)c2ccco2)cc1)c1ccco1	i	i	i	i	i	i	i	i	i	i	i
Cc1nc2c(ncn2-c2ccccc2)c(=O)n1NC(=O)CN1CCN(C)CC1	i	i	i	i	i	i	i	i	i	i	i
CCOc1ccccc1N(CC(=O)NC1CCCC1)C(=O)CCCC(=O)Nc1ccccn1	i	i	i	i	i	i	i	i	i	i	i
CC1CC(C)CN(S(=O)(=O)N2CCCC(C(=O)NC(C)c3ccccc3)C2)C1 (configuration not stated)	i	i	i	i	i	i	i	i	i	i	i
CC(C)c1ccc(C2C(C(=O)c3ccco3)=C(O)C(=O)N2CC2CCCO2)cc1 (configuration not stated)	i	i	i	i	i	i	i	i	i	i	i
Cc1nnc(SCC(=O)NC(=O)NCCC(C)C)s1	i	i	i	i	i	i	i	i	i	i	i
CN1CCCCCC1C(=O)N1CCC(N2CCC(C(=O)N3CCOCC3)CC2)CC1 (configuration not stated)	i	i	i	i	i	i	i	i	i	i	i
COC(=O)C(C(=O)Nc1nc2ccccc2s1)C1CCCC1 (configuration not stated)	i	i	i	i	i	i	i	i	i	i	i

Other structures:
SMILES	TRPC6 inhibitor	MrgX1 allo act	TMEM16A act	MrgX1 antag	TRPC4 potent	TRPC4 act	MrgX1 ag	RGS4 block	TRPC6 act	TRPC4 block	TMEM16A inh
CN1C(=S)SC(C)(C)C1/[N+]([O-])=C/c1cccnc1 (configuration not stated)	i	i	i	i	i	i	i	i	i	i	i
Cc1cccc(N2N=C(C(=O)O)CCC2=O)c1	i	i	i	i	i	i	i	i	i	i	i
O=C(NC(=S)NC1CCSC1=O)c1ccccc1Cl (configuration not stated)	i	i	i	i	i	i	i	i	i	i	i
CCCCn1c(N)c(N(CC(C)C)C(=O)c2ccc(Br)o2)c(=O)[nH]c1=O	i	i	i	i	i	i	i	i	i	i	i
O=C(NC1CCN(S(=O)(=O)c2cccc(F)c2)CC1)c1cccc(F)c1	i	i	i	i	i	i	i	i	i	i	i
Cc1cc([N+](=O)[O-])nn1CC(=O)Nc1ccc(Cl)cn1	i	i	i	i	i	i	i	i	i	i	i
COc1ccc(Oc2ncccc2NC(=O)c2cccc(C)c2C)cc1	i	i	i	i	i	i	i	i	i	i	i
Cc1ccc(-n2c(N)cc(=O)nc2SCC(=O)N2CCN(c3ccccc3)CC2)cc1C	i	i	i	i	i	i	i	i	i	i	i
COc1ccc(N(S(=O)(=O)c2ccccc2)S(=O)(=O)c2ccccc2)c(N)c1	i	i	i	i	i	i	i	i	i	i	i
O=S(=O)(CC(CN1CCCCC1)N1CCCCC1)c1ccc2ccccc2c1 (configuration not stated)	i	.	i	.	i	i	.	i	i	i	.
O=C1NCCCc2nc(Oc3ccccc3)sc21	i	i	i	i	i	i	i	i	i	i	i
Cc1cc(Nc2cccc(Br)c2)c2ccccc2n1	i	i	i	i	i	i	i	i	i	i	i
N#CC1=C(N)Oc2cc(O)ccc2C1c1ccccc1 (configuration not stated)	i	i	i	i	i	i	i	i	i	i	i
O=C(Cn1cc(C(F)(F)F)ccc1=O)N/N=C/c1ccccc1	i	i	i	i	i	i	i	i	i	i	i
Cc1ccc(S(=O)(=O)CCC(=O)Nc2cccc(Cl)c2)cc1	i	i	i	i	i	i	i	i	i	i	i
CC(C)C(NC(=O)C(C)N1C(=O)c2ccccc2C1=O)c1ccccc1 (configuration not stated)	i	i	i	i	i	i	i	i	i	i	i
COc1ccc(C(=O)NCCc2ccc(C)cc2)cc1OC1CCN(C(C)=O)CC1	i	i	i	i	i	i	i	i	i	i	i
CCN(CC)CCN(C(=O)c1cc2c(ccc3ccccc32)oc1=O)c1nc2cc3c(cc2s1)OCCO3	i	i	i	i	i	i	i	i	i	i	i
COc1cc(CNc2cccc(F)c2)cc(Br)c1O	i	i	i	i	i	i	i	i	i	i	i
